From PubChem
Rac1 mut GTP – GTP binding modulators of activated mutant Rac1, primary screen, biochemical, bead-based flow cytometry, multiplex, fluorescent GTP | Ras-related C3 botulinum toxin substrate 1 (Homo sapiens), P63000 | GST-Rac1 activated beads; actives lie on both sides; 100% means binding = to untreated wells | percent activity (GTP binding), % at 10 µM | hit rate 0.11% among 190,000 | AID 764, 2007;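 active means GTP binding at least 20 percentage points away from the 100% baseline, in either direction, so actives lie on both sides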
RGS8-Gao reg – RGS8-Galphao binding modulators, primary screen, biochemical, multiplexed bead flow cytometry; response (percent of control binding), % at 10 µM; AID 1423, 2008; actives lie on both sides; hit rate 0.34% among 220,000; in the data active means response below about 60% or above about 140%; inactive means in between;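 further: Galphao activated as the GDP aluminium fluoride complex binding bead-coupled RGS8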
Target sequence (P09471 whole entry, looked up): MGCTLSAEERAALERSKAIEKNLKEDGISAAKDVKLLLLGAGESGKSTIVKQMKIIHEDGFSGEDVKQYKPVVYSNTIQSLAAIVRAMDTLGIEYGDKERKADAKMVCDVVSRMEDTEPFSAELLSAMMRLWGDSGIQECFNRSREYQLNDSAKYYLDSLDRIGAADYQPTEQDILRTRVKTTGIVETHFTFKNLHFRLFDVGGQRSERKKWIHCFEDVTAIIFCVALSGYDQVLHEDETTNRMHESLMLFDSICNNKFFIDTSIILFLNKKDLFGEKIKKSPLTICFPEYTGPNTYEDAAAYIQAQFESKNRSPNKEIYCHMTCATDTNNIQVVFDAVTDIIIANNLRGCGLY
Rab2 wt GTP – modulators of GTP binding to Rab2A wildtype, primary screen, biochemical, dog, bead-based flow cytometry, multiplex; hit rate 0.19% among 190,000; GST-Rab2 wt beads, Bodipy-GTP binding; GTP binding activity, % at 10 µM; AID 760, 2007;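 active means GTP binding activity at least 20 points away from 100%, either lowered or raised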;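 further: 0% = beads with excess unlabeled GTP and 100% = no-compound control corrected for plate trend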
Rab7 wt modul – modulators of GTP binding to Rab7, primary screen, biochemical, wildtype, multiplex bead flow cytometry; Rab7 GTPase wild type (dog), Bodipy-FL-GTP binding; GST-Rab7 beads, fluorescent GTP binding; actives lie on both sides; untreated = 100%, excess cold GTP = 0%; GTP binding activity (percent of control), % at 10 µM; hit rate 0.055% among 190,000; AID 758, 2007;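 active means fluorescent GTP binding to Rab7 beads changed by at least 20 points from the 100% baseline, either direction, mostly lower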;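 further: median green fluorescence of bound Bodipy-FL-GTP per Rab7 bead population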
Pf gametocyte – late stage P. falciparum gametocyte viability inhibitors, primary screen, ATP luminescence, HTS; hit rate 0.065% among 150,000; AID 743093, 2013; inhibition, % at 10.9 µM; P. falciparum stage V gametocytes, 24 h;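 active means inhibition above the mean plus 3 SD of compounds within the control limits, set per campaign, cut at about 38% in these data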;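 further: 0% = DMSO wells and 100% = medium only without gametocytes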
Cdc42 wt GTP – modulators of GTP binding to wildtype Cdc42, primary screen, biochemical, multiplex bead flow cytometry, Bodipy-GTP. percent activity (GTP binding), % at 10 µM. GST-Cdc42 beads; actives lie on both sides. AID 761, 2007. hit rate 0.2% among 190,000;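 active means percent activity GTP binding at least 20 points away from the 100% baseline, either down as inhibitor or up as activator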;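 further: median bead fluorescence of bound Bodipy-FL-GTP at 100 nM; 0% = excess unlabeled GTP control and 100% = no compound control; below 100% means less GTP binding so inhibitor and above means activator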
Mcl1 Bid PPI – Mcl-1/Bid binding inhibitors, primary screen, biochemical, TR-FRET, 1536-well; inhibition, % at 21.7 µM; Induced myeloid leukemia cell differentiation protein Mcl-1 (Homo sapiens), Q07820; TR-FRET Mcl-1/Bid-Dy647 peptide binding; hit rate 0.97% among 220,000;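 active means compounds that cut the binding signal by more than half at the single screening dose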;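 further: His-tagged Mcl-1 with europium anti-His antibody binding Bid BH3 peptide; 0% = Mcl-1 plus peptide wells and 100% = peptide-only wells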
Target sequence (Q07820 whole entry, looked up): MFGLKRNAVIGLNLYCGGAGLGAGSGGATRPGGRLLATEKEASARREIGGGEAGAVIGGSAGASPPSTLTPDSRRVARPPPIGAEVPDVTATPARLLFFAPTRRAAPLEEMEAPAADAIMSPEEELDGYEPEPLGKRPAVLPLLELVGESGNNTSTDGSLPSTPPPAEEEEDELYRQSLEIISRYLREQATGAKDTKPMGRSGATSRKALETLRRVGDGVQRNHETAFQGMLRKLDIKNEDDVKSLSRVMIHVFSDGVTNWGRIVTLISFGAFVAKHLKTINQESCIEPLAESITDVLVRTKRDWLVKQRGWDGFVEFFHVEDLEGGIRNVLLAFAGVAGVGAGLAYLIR
Bim-Mcl-1 – inhibitors of Bim peptide binding to Mcl-1, primary screen, biochemical, bead-based flow cytometry, multiplex; Induced myeloid leukemia cell differentiation protein Mcl-1 (Homo sapiens), Q07820; Bim peptide-Mcl-1 binding; inhibition, % at 10 µM; hit rate 0.1% among 190,000; in the data active means inhibition above about 40%;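 further: 0% = no compound tracer wells and 100% = peptide blocker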
Mcl1-Noxa inh – Mcl-1/Noxa binding inhibitors, primary screen, biochemical, TR-FRET, 1536-well. Induced myeloid leukemia cell differentiation protein Mcl-1 (Homo sapiens), Q07820. TR-FRET Mcl-1/Noxa peptide binding, 2 h. inhibition, % at 21.7 µM. hit rate 1.5% among 220,000. AID 1022, 2008;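 active means compounds that cut the protein-peptide binding signal by more than 50% relative to plate controls in a single-dose test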;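 further: His-tagged Mcl-1 with rhodamine Noxa BH3 peptide and terbium anti-His antibody; 0% = Mcl-1 plus Noxa peptide wells and 100% = peptide-only wells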
Rac1 wt GTP bind – wildtype Rac1 GTP binding modulators, primary screen, biochemical, GST-Rac1 beads, flow cytometry, multiplex | fluorescent GTP binding; actives lie on both sides; 0 = cold GTP competed, 100 = untreated | hit rate 0.27% among 190,000 | Ras-related C3 botulinum toxin substrate 1 (Homo sapiens), P63000 | GTP binding activity (% of control), % at 10 µM | AID 757, 2007;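 active means GTP binding activity at least 20 points away from the 100% control level, either lower or higher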
HRas wt GTP bind – modulators of GTP binding to HRas wildtype, primary screen, biochemical, bead-based flow cytometry, multiplex; GTPase HRas (Homo sapiens), P01112; GST-Ras wt beads, Bodipy-FL-GTP binding; actives lie on both sides; GTP binding activity, % at 10 µM; hit rate 0.14% among 190,000;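 active means GTP binding activity at least 20% away from the 100% baseline, either lowered as inhibitor or raised as activator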;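 further: 0% = unlabeled GTP competition control and 100% = no-compound control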
Target sequence (P01112 whole entry, looked up): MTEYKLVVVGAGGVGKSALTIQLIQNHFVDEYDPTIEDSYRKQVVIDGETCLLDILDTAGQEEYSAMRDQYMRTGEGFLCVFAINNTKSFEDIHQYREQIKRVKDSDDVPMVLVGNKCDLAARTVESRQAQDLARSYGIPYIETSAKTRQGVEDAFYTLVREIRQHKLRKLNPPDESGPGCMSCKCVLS
An asterisk follows results filed as active; . = no result given.

#1 C#CCOCCOCCOCCNc1nc(N2CCN(C(=O)[C@H]([C@@H](C)O)n3cc(CCCCN)nn3)CC2)nc(N2CCN(C(=O)[C@H]([C@@H](C)CC)n3cc(CCCN=C(N)N)nn3)CC2)n1
#2 CC1(C)C(=O)OC(c2cccs2)C(C)(C)C1=O (stereo unspecified)
#3 CCn1c2ccccc2c2cc(NC(=O)CSc3nnc(-c4ccc(OC)c(OC)c4)n3N)ccc21
#4 CCC(C(=O)Nc1ccsc1C(=O)OC)c1ccccc1 (stereo unspecified)
#5 COc1ccccc1N1CCN(CC(=O)c2c(C)[nH]c3ccccc23)CC1
#6 CC1(C)CC(=O)C2=C(C1)Nc1ccccc1N=C2
#7 Cc1ccccc1NC(=O)C(C)O/N=C/c1cccc([N+](=O)[O-])c1 (stereo unspecified)
#8 Fc1ccc(NC(=S)N2CCN(c3ncccn3)CC2)cc1

| Compound | 1 | 2 | 3 | 4 | 5 | 6 | 7 | 8 |
| --- | --- | --- | --- | --- | --- | --- | --- | --- |
| Rac1 mut GTP | 99 | 94 | 101 | 97 | 98 | 98 | 97 | 95 |
| RGS8-Gao reg | 104 | 91 | 99 | 98 | 101 | 100 | 101 | 102 |
| Rab2 wt GTP | 100 | 93 | 102 | 94 | 96 | 101 | 98 | 98 |
| Rab7 wt modul | 102 | 98 | 103 | 96 | 94 | 101 | 101 | 98 |
| Pf gametocyte | 4 | -3 | 6 | -6 | 10 | . | . | 15 |
| Cdc42 wt GTP | 103 | 90 | 103 | 100 | 101 | 102 | 100 | 91 |
| Mcl1 Bid PPI | 23 | -13 | -20 | -35 | 76* | -65 | -13 | -21 |
| Bim-Mcl-1 | -2 | -4 | -2 | 4 | -2 | -4 | 0 | 1 |
| Mcl1-Noxa inh | 11 | 21 | 7 | 12 | -8 | -46 | 13 | 16 |
| Rac1 wt GTP bind | 107 | 94 | 107 | 100 | 99 | 106 | 102 | 97 |
| HRas wt GTP bind | 101 | 91 | 103 | 96 | 99 | 99 | 100 | 94 |

Exported as a markdown table: 2 of the compounds above
| item | SMILES | Rac1 mut GTP | RGS8-Gao reg | Rab2 wt GTP | Rab7 wt modul | Pf gametocyte | Cdc42 wt GTP | Mcl1 Bid PPI | Bim-Mcl-1 | Mcl1-Noxa inh | Rac1 wt GTP bind | HRas wt GTP bind |
| --- | --- | --- | --- | --- | --- | --- | --- | --- | --- | --- | --- | --- |
| 5 | COc1ccccc1N1CCN(CC(=O)c2c(C)[nH]c3ccccc23)CC1 | 98 | 101 | 96 | 94 | 10 | 101 | 76* | -2 | -8 | 99 | 99 |
| 6 | CC1(C)CC(=O)C2=C(C1)Nc1ccccc1N=C2 | 98 | 100 | 101 | 101 | . | 102 | -65 | -4 | -46 | 106 | 99 |

Following part:
#9 CCOC(=O)C1C(=O)NC(N2CCCCC2)=NC1C(C)C (stereo unspecified)
#10 Cc1cccc(C)c1NC(=O)COC(=O)C1CC(=O)N(Cc2ccccc2)C1 (stereo unspecified)
#11 CC(Cc1ccccc1)C(=O)NCc1nc2ccccc2s1 (stereo unspecified)
#12 COc1ccc(S(=O)(=O)Nc2cc(Sc3ncn[nH]3)c(O)c3ccccc23)cc1
#13 COc1ccc(-c2csc(-n3ncc(-c4ccccn4)c3N)n2)cc1
#14 Cc1ccnc(SCc2cc(=O)c(OC(=O)c3ccc(S(=O)(=O)N4CCCC4)cc3)co2)n1
#15 CCN1CCN(CCNC(=O)CS(=O)(=O)Cc2nc(-c3ccc(C)cc3)oc2C)CC1
#16 O=c1c([N+](=O)[O-])c(N2CCCCC2)c2ccccc2n1-c1ccccc1

| Compound | 9 | 10 | 11 | 12 | 13 | 14 | 15 | 16 |
| --- | --- | --- | --- | --- | --- | --- | --- | --- |
| Rac1 mut GTP | 98 | 96 | 96 | 94 | 98 | 98 | 99 | 102 |
| RGS8-Gao reg | 102 | 100 | 95 | 61 | 101 | 96 | 99 | 99 |
| Rab2 wt GTP | 100 | 93 | 100 | 90 | 98 | 99 | 100 | 103 |
| Rab7 wt modul | 98 | 93 | 95 | 93 | 99 | 98 | 99 | 104 |
| Pf gametocyte | -6 | 5 | -18 | . | . | 21 | . | . |
| Cdc42 wt GTP | 98 | 94 | 102 | 93 | 100 | 101 | 102 | 106 |
| Mcl1 Bid PPI | -102 | -16 | -7 | 45 | 31 | -1 | 7 | -10 |
| Bim-Mcl-1 | -4 | -2 | -3 | 0 | -2 | -1 | -1 | 1 |
| Mcl1-Noxa inh | -90 | 0 | -5 | 91* | 28 | 14 | 0 | 5 |
| Rac1 wt GTP bind | 99 | 100 | 107 | 92 | 103 | 103 | 103 | 112 |
| HRas wt GTP bind | 98 | 95 | 99 | 93 | 99 | 99 | 99 | 103 |

The final four entries of the section above lead into the next:
#13 COc1ccc(-c2csc(-n3ncc(-c4ccccn4)c3N)n2)cc1
#14 Cc1ccnc(SCc2cc(=O)c(OC(=O)c3ccc(S(=O)(=O)N4CCCC4)cc3)co2)n1
#15 CCN1CCN(CCNC(=O)CS(=O)(=O)Cc2nc(-c3ccc(C)cc3)oc2C)CC1
#16 O=c1c([N+](=O)[O-])c(N2CCCCC2)c2ccccc2n1-c1ccccc1
#17 COc1ccc(C2CC(c3c(O)cc(C)oc3=O)=NCCS2)c(OC)c1 (stereo unspecified)
#18 COc1ccc(C2c3c(oc4ccc(C)cc4c3=O)C(=O)N2c2cc(C)ccn2)cc1OC (stereo unspecified)
#19 O=C(/C=C/c1cccs1)N1CCOCC1
#20 O=C(CSc1nc2ccccc2[nH]1)N1c2ccccc2Sc2ccccc21
#21 COCCn1c(C)cc(C(=O)CSc2nc3ccccc3o2)c1C
#22 COCCCNC(=O)/C=C/c1ccc(Cl)cc1Cl

| Compound | 13 | 14 | 15 | 16 | 17 | 18 | 19 | 20 | 21 | 22 |
| --- | --- | --- | --- | --- | --- | --- | --- | --- | --- | --- |
| Rac1 mut GTP | 98 | 98 | 99 | 102 | 103 | 96 | 101 | 97 | 97 | 100 |
| RGS8-Gao reg | 101 | 96 | 99 | 99 | 98 | 104 | 99 | 99 | 100 | 100 |
| Rab2 wt GTP | 98 | 99 | 100 | 103 | 108 | 97 | 101 | 95 | 102 | 101 |
| Rab7 wt modul | 99 | 98 | 99 | 104 | 106 | 101 | 97 | 97 | 97 | 99 |
| Pf gametocyte | . | 21 | . | . | . | . | 7 | -25 | . | . |
| Cdc42 wt GTP | 100 | 101 | 102 | 106 | 109 | 96 | 102 | 100 | 101 | 102 |
| Mcl1 Bid PPI | 31 | -1 | 7 | -10 | -5 | 9 | -16 | -50 | -25 | -10 |
| Bim-Mcl-1 | -2 | -1 | -1 | 1 | -2 | 0 | -2 | 0 | -1 | -3 |
| Mcl1-Noxa inh | 28 | 14 | 0 | 5 | -9 | -4 | 16 | 22 | -15 | -9 |
| Rac1 wt GTP bind | 103 | 103 | 103 | 112 | 112 | 98 | 103 | 99 | 103 | 105 |
| HRas wt GTP bind | 99 | 99 | 99 | 103 | 108 | 101 | 98 | 98 | 101 | 101 |

Records 1 to 3, quoted:
#1 C#CCOCCOCCOCCNc1nc(N2CCN(C(=O)[C@H]([C@@H](C)O)n3cc(CCCCN)nn3)CC2)nc(N2CCN(C(=O)[C@H]([C@@H](C)CC)n3cc(CCCN=C(N)N)nn3)CC2)n1
#2 CC1(C)C(=O)OC(c2cccs2)C(C)(C)C1=O (stereo unspecified)
#3 CCn1c2ccccc2c2cc(NC(=O)CSc3nnc(-c4ccc(OC)c(OC)c4)n3N)ccc21

| Compound | 1 | 2 | 3 |
| --- | --- | --- | --- |
| Rac1 mut GTP | 99 | 94 | 101 |
| RGS8-Gao reg | 104 | 91 | 99 |
| Rab2 wt GTP | 100 | 93 | 102 |
| Rab7 wt modul | 102 | 98 | 103 |
| Pf gametocyte | 4 | -3 | 6 |
| Cdc42 wt GTP | 103 | 90 | 103 |
| Mcl1 Bid PPI | 23 | -13 | -20 |
| Bim-Mcl-1 | -2 | -4 | -2 |
| Mcl1-Noxa inh | 11 | 21 | 7 |
| Rac1 wt GTP bind | 107 | 94 | 107 |
| HRas wt GTP bind | 101 | 91 | 103 |
